Screening results from PubChem.
Mcl1-Bid inh: disrupts binding of human Mcl-1 to Bid peptide; Q07820; TR-FRET Mcl-1/Bid-Dy647 peptide binding, 1536-well; inhibition, % at 21.7 µM; actives 0.97% (n = 220,000); AID 1021;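 active means compounds that cut the binding signal by more than half at the single screening dose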;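 further: His-tagged Mcl-1 with europium anti-His antibody binding Bid BH3 peptide; 0% = Mcl-1 plus peptide wells and 100% = peptide-only wells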
Target sequence (Q07820 whole entry, looked up): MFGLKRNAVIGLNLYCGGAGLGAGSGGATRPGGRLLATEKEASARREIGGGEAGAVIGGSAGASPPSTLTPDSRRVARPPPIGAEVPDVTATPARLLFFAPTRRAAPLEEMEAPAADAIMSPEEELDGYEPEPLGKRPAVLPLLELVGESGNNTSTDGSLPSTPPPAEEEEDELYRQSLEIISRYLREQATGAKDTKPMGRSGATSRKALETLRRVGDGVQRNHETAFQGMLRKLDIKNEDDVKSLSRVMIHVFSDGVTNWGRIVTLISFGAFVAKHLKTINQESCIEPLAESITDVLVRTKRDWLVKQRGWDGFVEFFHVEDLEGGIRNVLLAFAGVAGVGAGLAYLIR
RGS8-Gao reg: regulators of human RGS8-Galphao interaction. actives 0.34% (n = 220,000). P09471. multiplexed bead flow cytometry, RGS8-Galphao binding; actives lie on both sides. response (percent of control binding), % at 10 µM; in the data active means response below about 60% or above about 140%; inactive means in between;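 further: Galphao activated as the GDP aluminium fluoride complex binding bead-coupled RGS8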
Bcl-2 Bim block: disrupts Bim peptide binding to human Bcl-2. P10415. Bead-based flow cytometry, Bim peptide-Bcl-2 binding. inhibition, % at 10 µM. actives 0.06% (n = 190,000); in the data active means inhibition above about 40%; inconclusive means no clear call, values can overlap the other calls;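 further: 0% = no compound wells with probe peptide and 100% = reference peptide inhibitor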
Target sequence (P10415 whole entry, looked up): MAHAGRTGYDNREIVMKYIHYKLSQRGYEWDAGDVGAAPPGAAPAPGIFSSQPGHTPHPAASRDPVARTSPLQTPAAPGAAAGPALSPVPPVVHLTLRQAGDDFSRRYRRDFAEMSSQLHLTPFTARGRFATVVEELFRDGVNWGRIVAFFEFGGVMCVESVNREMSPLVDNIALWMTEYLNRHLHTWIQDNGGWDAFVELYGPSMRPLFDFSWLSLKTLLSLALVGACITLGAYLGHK
Bim-Bcl-W: human Bim-Bcl-W interaction inhibition. AID 952. actives 0.02% (n = 190,000). bead-based flow cytometry, Bim peptide-Bcl-W binding. Q92843. inhibition, % at 10 µM;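 further: 0% = bound tracer without compound and 100% = peptide blocker; higher means less fluorescent Bim peptide bound to Bcl-W beads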
Target sequence (Q92843 whole entry, looked up): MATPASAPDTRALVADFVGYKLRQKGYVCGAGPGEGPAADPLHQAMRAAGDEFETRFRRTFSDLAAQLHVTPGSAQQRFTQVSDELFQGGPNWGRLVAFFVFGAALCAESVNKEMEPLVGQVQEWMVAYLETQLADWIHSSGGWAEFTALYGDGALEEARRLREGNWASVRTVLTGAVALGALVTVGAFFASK
Bim-Bcl-B: disrupts Bim peptide binding to human Bcl-B | Q9HD36 | bead-based flow cytometry | inhibition, % at 10 µM | actives 0.073% (n = 190,000) | AID 951;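 further: 0% = tracer peptide without compound and 100% = reference inhibitor peptide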
Target sequence (Q9HD36 whole entry, looked up): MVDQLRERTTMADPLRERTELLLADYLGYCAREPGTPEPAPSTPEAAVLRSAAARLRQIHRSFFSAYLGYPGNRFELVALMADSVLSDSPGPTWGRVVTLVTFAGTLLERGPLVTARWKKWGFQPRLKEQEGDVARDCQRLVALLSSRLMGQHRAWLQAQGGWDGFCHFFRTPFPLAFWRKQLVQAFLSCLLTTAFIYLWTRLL
Bim-Bcl-XL: inhibitors of Bim-Bcl-XL interaction, human; Q07817; Bim peptide-Bcl-XL binding, bead flow cytometry, fluorescence; inhibition, % at 10 µM; actives 0.04% (n = 190,000); AID 1007
Mcl1 Noxa PPI: Mcl-1/Noxa interaction inhibition; inhibition, % at 21.7 µM; AID 1022; actives 1.5% (n = 220,000); Q07820; TR-FRET Mcl-1/Noxa peptide binding, 2 h;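 active means compounds that cut the protein-peptide binding signal by more than 50% relative to plate controls in a single-dose test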;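 further: His-tagged Mcl-1 with rhodamine Noxa BH3 peptide and terbium anti-His antibody; 0% = Mcl-1 plus Noxa peptide wells and 100% = peptide-only wells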
RGS7-Gao: human RGS7-Galphao interaction regulation; Multiplexed bead flow cytometry, RGS7-Galphao binding; actives lie on both sides; P09471; binding response (% of control), % at 10 µM; actives 0.35% (n = 220,000); in the data active means binding response below about 49% or above about 150%; inconclusive means no clear call, values can overlap the other calls; inactive means in between;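 further: fluorescent Galphao held in activated GDP-AlF4 state binding bead-coupled RGS7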
Bim-Bfl-1: human Bim-Bfl-1 interaction inhibition | Q16548 | inhibition, % at 10 µM | Bead-based flow cytometry, Bim-Bfl-1 binding inhibition | AID 1008 | actives 0.12% (n = 190,000);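 further: 0% = wells without compound plus tracer and 100% = blocker peptide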
RGS4-Gao reg: human RGS4-Galphao interaction regulation | P09471 | Multiplexed bead flow cytometry, RGS4-Galphao binding; actives lie on both sides | binding response (% of control), % at 10 µM | actives 0.33% (n = 220,000); in the data active means binding response below about 49% or above about 150%; inactive means in between;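 further: fluorescent Galphao activated with aluminum fluoride binding bead-coupled RGS4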
Mcl-1 Bim block: human Bim-Mcl-1 interaction inhibition. actives 0.1% (n = 190,000). Q07820. inhibition, % at 10 µM. AID 1009. Bead-based flow cytometry, Bim peptide-Mcl-1 binding;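 further: 0% = no compound tracer wells and 100% = peptide blocker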
* hit, by the source's call; ? = inconclusive; · = not tested or not shown; [ ] = dose if it differs, or a comment. Unless noted, no stated cut-off is given here; in the data, active means inhibition above about 40%.

The line under a structure holds: Mcl1-Bid inh	RGS8-Gao reg	Bcl-2 Bim block	Bim-Bcl-W	Bim-Bcl-B	Bim-Bcl-XL	Mcl1 Noxa PPI	RGS7-Gao	Bim-Bfl-1	RGS4-Gao reg	Mcl-1 Bim block
> O=C(C1CCCN(S(=O)(=O)c2ccc(F)cc2)C1)N1CCCC1 (configuration not stated)
    -33	98	-4	-2	-5	-2	6	101	-3	98	-5
> Cc1ccc(P(=O)(CC(=O)O)c2ccc(C)cc2)cc1
    -8	101	-5	0	-2	-1	11	98	-7	100	-2
> COc1cc(C(=O)OCC(=O)Nc2cc(C)on2)c([N+](=O)[O-])cc1OC
    -5	98	-1	-3	-10	1	6	94	-1	95	0
> COc1ccc(/C=C/C(=O)c2ccccc2O)cc1
    6	103	0	-2	-7	-2	4	148	2	159*[activator]	-3
> Cc1ccc(C(=O)N/C(=C/c2ccco2)C(=O)NCCc2c[nH]c3ccccc23)cc1C
    -14	102	-1	0	0	-12	13	103	-1	109	-3
> CCn1c(SCC(=O)N/N=C/c2ccncc2)nc2ccccc21
    -1	100	·	·	·	·	1	?	·	87	·
> COc1ccc(N2CCN(C(=O)CSc3nnc4c(C)cc5ccccc5n34)CC2)cc1
    -26	103	-11	-4	-8	-4	31	98	-13	101	-5
> COC(=O)C1CCN(C(=O)COc2cc3sc(C)nc3c3sccc23)CC1
    -16	101	-13	-2	-11	-4	13	101	-7	103	-3
> CC1(C)Cc2ccccc2C(NNC(=O)c2ccccc2)=N1
    -14	104	0	-3	-7	-7	-19	95	-9	97	0
> COc1ccc(N=C2SC(CC(=O)Nc3ccccc3)C(=O)N2Cc2ccco2)cc1 (configuration not stated)
    -22	101	7	2	-7	-2	26	99	13	102	2
> CS(=O)(=O)c1ccc2nc(NC(=O)c3ccc(NS(=O)(=O)c4ccc(F)c(F)c4)cc3)sc2c1
    64*	98	·	·	·	·	6	?	·	98	·
> CN(C)C(=O)c1cn(N(C)c2ncc(C(F)(F)F)cc2Cl)c(=O)c2ccccc12
    61*	99	-2	0	-3	0	31	101	0	98	-3
> COc1ccc(-c2nnc(N(C)C(=O)c3ccno3)s2)cc1
    3	89	12	2	6	4	10	97	5	94	3
> NS(=O)(=O)c1ccc(NC(=S)Nc2ccc(S(=O)(=O)N3CCCC3)cc2)cc1
    -14	103	-2	-2	-5	-5	14	109	0	107	-3
> CCOC(=O)/C(C#N)=C1/C(=O)N(Cc2ccccc2)c2ccccc21
    -14	96	0	-2	-7	-4	16	90	-1	97	-3

Remaining list, next part:
The line under a structure holds: Mcl1-Bid inh	RGS8-Gao reg	Bcl-2 Bim block	Bim-Bcl-W	Bim-Bcl-B	Bim-Bcl-XL	Mcl1 Noxa PPI	RGS7-Gao	Bim-Bfl-1	RGS4-Gao reg	Mcl-1 Bim block
> CCCCCCNC(=O)CSc1nccn1Cc1ccccc1
    27	102	-9	1	-8	-8	27	108	-10	104	-3
> N#Cc1c(SCC(=O)O)nc(-c2ccccc2)c2c1CCCC2
    17	99	-3	1	-9	-10	27	99	-13	102	-2
> O=[N+]([O-])c1cccc(COc2ncnc3cc([N+](=O)[O-])ccc23)c1
    -50	106	·	·	·	·	53*	?	·	109	·
> CC1(C)CN(c2ccc(CC#N)cc2)C1=O
    9	98	-2	-1	-1	0	9	99	-5	103	-1
> Cc1[nH]c(=O)[nH]c(=O)c1S(=O)(=O)N1CCOCC1
    -14	97	4	0	2	2	-6	99	0	90	5
> CCN1CCCC1CNc1ncnc2c1[nH]c1ccc(F)cc12 (configuration not stated)
    -12	101	-4	-3	0	-1	41	100	-1	103	-1
> Cc1cc(Oc2ccccc2)nc(N)n1
    -23	103	-2	0	-4	4	7	99	-8	101	0
> CC1CCCCN1S(=O)(=O)c1ccc(NC(=O)c2cccc(-n3cnnn3)c2)cc1 (configuration not stated)
    4	102	-10	-2	-11	-10	4	100	-18	102	-5
> COc1cc(NC(=O)c2ccc(Cl)cc2)c(OC)cc1NC(=O)CN1CCCCC1
    7	100	0	2	-1	-1	9	?	-6	100	3
> CCCCc1nc(SCCOC)c2c(=O)n(C)c(=O)n(C)c2n1
    1	94	-1	-1	0	0	-23	91	3	94	-1
> Cc1nc(CSc2nsc(C)c2C#N)cs1
    -15	99	-4	-2	-2	-4	-10	112	-4	100	0
> COc1cccc(C2CC(c3ccc(NS(C)(=O)=O)cc3)=NN2C(=O)c2ccccc2)c1OC (configuration not stated)
    -4	100	3	-3	1	0	19	101	5	102	-1
> O=C(CNC(=O)Cn1ccc2ccccc2c1=O)NCCCN1CCN(c2cccc(Cl)c2)CC1
    -15	118	0	0	0	1	-2	109	0	106	-1
> Cc1ccc(C)c(NS(=O)(=O)c2cc(C(=O)NCc3ccco3)ccc2C)c1
    -22	89	7	10	8	12	10	93	9	90	6
> CC(C)(C)NC(=O)CCC1COc2ccccc2O1 (configuration not stated)
    -21	101	-9	0	-10	-9	10	102	-18	101	-2

As a working copy, part of the list above:
The line under a structure holds: Mcl1-Bid inh	RGS8-Gao reg	Bcl-2 Bim block	Bim-Bcl-W	Bim-Bcl-B	Bim-Bcl-XL	Mcl1 Noxa PPI	RGS7-Gao	Bim-Bfl-1	RGS4-Gao reg	Mcl-1 Bim block
> Cc1[nH]c(=O)[nH]c(=O)c1S(=O)(=O)N1CCOCC1
    -14	97	4	0	2	2	-6	99	0	90	5
> CCN1CCCC1CNc1ncnc2c1[nH]c1ccc(F)cc12 (configuration not stated)
    -12	101	-4	-3	0	-1	41	100	-1	103	-1
> Cc1cc(Oc2ccccc2)nc(N)n1
    -23	103	-2	0	-4	4	7	99	-8	101	0
> CC1CCCCN1S(=O)(=O)c1ccc(NC(=O)c2cccc(-n3cnnn3)c2)cc1 (configuration not stated)
    4	102	-10	-2	-11	-10	4	100	-18	102	-5
> COc1cc(NC(=O)c2ccc(Cl)cc2)c(OC)cc1NC(=O)CN1CCCCC1
    7	100	0	2	-1	-1	9	?	-6	100	3
> CCCCc1nc(SCCOC)c2c(=O)n(C)c(=O)n(C)c2n1
    1	94	-1	-1	0	0	-23	91	3	94	-1
> Cc1nc(CSc2nsc(C)c2C#N)cs1
    -15	99	-4	-2	-2	-4	-10	112	-4	100	0

Following part:
The line under a structure holds: Mcl1-Bid inh	RGS8-Gao reg	Bcl-2 Bim block	Bim-Bcl-W	Bim-Bcl-B	Bim-Bcl-XL	Mcl1 Noxa PPI	RGS7-Gao	Bim-Bfl-1	RGS4-Gao reg	Mcl-1 Bim block
> Cc1ccc(S(=O)(=O)N2CCCCC2)cc1NC(=O)COc1ccccc1F
    -8	99	-4	0	0	-2	14	99	-3	102	1
> c1ccc(-c2ccccc2OCCN2CCCCC2)cc1
    -11	103	-2	-2	0	-6	18	103	-2	101	-3
> CC1(C)Cc2cccc(OCC(=O)N3CCN(S(=O)(=O)c4ccc(F)cc4)CC3)c2O1
    -21	103	-8	0	-9	-8	-8	99	-16	102	-3
> Fc1ccc(/C=C2\CCCC3=C2Nc2ncnn2C3c2ccc(F)cc2)cc1 (configuration not stated)
    9	94	-4	0	-3	-1	26	98	-4	102	-3
> CCN(C(=S)Nc1cc(S(=O)(=O)N2CCOCC2)ccc1Cl)c1cccc2ccccc12
    -19	99	-6	-6	-21	-9	-13	100	-1	97	-7
> CCC(=O)NCc1c(C)c(C)n(Cc2ccccc2)c1-n1cccc1
    -18	99	-2	4	-5	-1	-2	99	-1	102	-7
> CCOc1ccc(N2CC(C(=O)NCCN3C(=O)S/C(=C\c4ccc(OC)cc4)C3=O)CC2=O)cc1 (configuration not stated)
    -1	108	-4	-5	-6	-6	17	110	-7	105	-2
> Cc1cc(C)c2c(c1)cc(C)c1nnc(SCC(=O)N3CCCc4ccccc43)n12
    31	84	-6	-5	-2	-6	6	90	1	93	-8
> CN(C)S(=O)(=O)N1CCC(C(=O)O)(c2ccccc2)CC1
    10	94	-5	-3	-9	-15	-10	80	-12	85	0
> O=C(CCc1ccccc1)NNC(=O)c1ccco1
    -18	96	0	-4	0	-2	5	96	-9	100	-1
> COc1ccc(C2C=C(c3ccc(C)cc3)Nc3ncnn32)cc1 (configuration not stated)
    -113	101	-3	-1	-1	0	9	98	-1	96	-3
> COC(=O)C1C(=O)c2c([nH]c(C(=O)OC3CCCC3C)c2C)CC1C (configuration not stated)
    -1	102	-9	-1	-5	-4	2	98	-10	100	0
> Nc1nnc(Cc2ccccc2)s1
    -6	103	-1	0	-4	-2	4	101	-1	102	-4
> O=C(/C=C/c1ccccc1[N+](=O)[O-])c1ccccc1Br
    -13	98	-1	-1	-3	0	-1	97	4	99	2
> O=C(Nc1cc(C(F)(F)F)ccc1Cl)C(=O)N1CCCCC1
    -37	100	-3	-8	-4	-5	-10	100	-6	103	-1

Next section:
The line under a structure holds: Mcl1-Bid inh	RGS8-Gao reg	Bcl-2 Bim block	Bim-Bcl-W	Bim-Bcl-B	Bim-Bcl-XL	Mcl1 Noxa PPI	RGS7-Gao	Bim-Bfl-1	RGS4-Gao reg	Mcl-1 Bim block
> Cc1sc(NC(=O)Cc2ccc3c(c2)OCO3)nc1-c1ccc2c(c1)CCN2C(=O)c1ccc(F)cc1
    -53	95	0	-5	-2	-7	-9	90	7	87	-9
> CCOCCCn1c(=NC(=O)c2ccco2)c(C(=O)OCC)cc2c(=O)n3cccc(C)c3nc21
    -13	103	·	·	·	·	9	?	·	101	·
> O=C(Cc1c(F)cccc1Cl)N1CCN(C(=O)c2ccco2)CC1
    -21	102	-5	0	-2	-2	-6	122	-2	116	-7
> c1csc(-c2nc3c4ccccc4c4ccccc4c3[nH]2)c1
    10	103	-1	0	0	-5	24	97	-3	102	-4
> CC(C)(C)c1cc(NCc2ccccn2)n2ncc(-c3ccccc3)c2n1
    -38	99	·	·	·	·	-48	?	·	98	·
> Cc1cc(=O)[nH]c(SCC(=O)Nc2ccc(F)cc2)c1C#N
    8	96	-2	-3	-3	-5	-8	91	-4	92	-2
> COc1ccc(CN(C)C(=O)CCl)cc1
    -18	102	-2	1	-1	0	-4	111	-2	112	-1
> CC(C)NC(=S)Nc1ccc(Oc2ccccc2)cc1
    -21	99	-8	-2	-8	-5	4	99	0	100	-3
> Cn1cc(S(=O)(=O)CC(=O)Nc2ccc3c(c2)OCCO3)c2ccccc21
    -18	106	3	0	-7	-5	15	106	1	108	-7
> CCOC(=O)c1cnn(-c2ccccc2)c1NC(=O)CCl
    2	102	2	4	1	3	6	98	3	97	1
> C#CC(CC)(CC)NC(=O)c1c(C)noc1C
    -17	103	-2	1	0	2	26	99	1	97	17
> CCOC(=O)c1ccc(NC(=S)NCCCN2CCCCC2)cc1
    -27	101	-5	0	-8	-2	8	100	-6	99	0

Compounds were not picked by outcome; about 2.7% have a hit in one of these screens.
